DDE Tn7 FP inh = DD(E)-Tn7 binding inhibition, primary FP screen; P02675; 370,000 compounds, 0.13% hits; FP displacement of FITC-Tn7 peptide from fibrin DD(E); 0% = median of compound wells per plate; inhibition, % at 8.3 µM;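 active means inhibition above the mean of compounds falling within the control limits plus 3 SD of them, cut at about 14% in these data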;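 further: 0% = plate median of compound wells and 100% = 10 µM Aha-Tn7 peptide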
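Also added: labelled Tn7 tracer, 0.1 µM; Assay system: human fibrin DD(E) protein; Amount: 2 µM fibrin DD(E); Schedule: 10 min compound pre-incubation, 3 h probe incubation at room temperature; Repeats: one replicate per compound; Read-out basis: percent inhibition; Measured by: fluorescence polarization of the labelled Tn7 tracer.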
TCR-CD3 inh = human TCR-CD3 binding inhibition; TAMRA-labeled TCR probe fluorescence, biochemical; inhibition, % at 9.4 µM; 360,000 compounds, 0.37% hits; AID 651800; in the data active means inhibition above about 19%;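 further: recombinant mutant TCR 2C K166C tagged with TAMRA read by polarization; 0% = receptor in buffer alone and 100% = receptor with positive control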
PRMT1 inh = PRMT1 (human) inhibition, primary screen. Q99873. recombinant PRMT1, activity-based probe fluorescence polarization. inhibition, % at 2.79 µM. 370,000 compounds, 1.3% hits. AID 652257;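 active means inhibition above about 21% made by adding two undisclosed values, limit read from the data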
Target sequence (Q99873 whole entry, looked up): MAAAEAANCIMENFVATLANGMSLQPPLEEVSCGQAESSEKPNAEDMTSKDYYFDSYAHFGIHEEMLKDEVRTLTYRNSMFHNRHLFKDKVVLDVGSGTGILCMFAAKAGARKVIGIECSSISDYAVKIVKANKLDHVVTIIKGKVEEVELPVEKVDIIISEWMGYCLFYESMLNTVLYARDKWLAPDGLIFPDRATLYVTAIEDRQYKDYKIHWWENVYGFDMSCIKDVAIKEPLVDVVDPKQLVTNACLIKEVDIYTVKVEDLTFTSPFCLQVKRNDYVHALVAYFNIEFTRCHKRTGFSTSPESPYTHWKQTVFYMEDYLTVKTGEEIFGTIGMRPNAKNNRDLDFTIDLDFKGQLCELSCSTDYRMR
PG9 Ab binder = PG9 antibody binding by small molecule | 360,000 compounds, 0.43% hits | TR-FRET gp120-PG9 antibody binding | inhibition, % at 6.7 µM | AID 624416; in the data active means inhibition above about 8.5%
UHRF1 MBD2 ctr = blocks human UHRF1 binding to methylated DNA. UHRF1 binding to methylated oligo, TR-FRET. inhibition, % at 4.4 µM. AID 687016. 370,000 compounds, 0.75% hits; in the data active means inhibition above about 21%;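 further: UHRF1 SRA domain binding a hemimethylated CpG hairpin DNA probe; 0% = median of test compound wells and 100% = reference inhibitor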
SIAE primary = human SIAE inhibition, primary screen. SIAE FP-Rh probe binding, fluorescence polarization. 370,000 compounds, 0.69% hits. inhibition, % at 9.66 µM. Q9HAT2;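 active means inhibition above a cutoff: mean of compounds within the control limits plus 3 SD of those, cut at about 17% in these data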;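 further: 0% = plate median of compound wells and 100% = probe without SIAE protein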
ABHD4 inh = inhibitors of mouse ABHD4; Q8VD66; purified mABHD4, FP-Rh probe fluorescence polarization; inhibition, % at 8.92 µM; 370,000 compounds, 0.54% hits;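 active means inhibition exceeding the mean over every tested compound plus 3 SD, cut at about 30% in these data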;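 further: 0% = plate median of compound wells and 100% = S159A mutant with DMSO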
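Material: mouse ABHD4 enzyme, wild type; Benchmarks: S159A mutant high control, sample median low control; Buffer or medium: HEPES pH 7.0, NaCl, Pluronic buffer; Signal: fluorescence polarization; Read-out: percent inhibition of probe binding, normalized to plate controls; Timing: pre-incubation 45 min, probe exposure 60 min, at 25 °C; Dosing: 8.92 µM, single dose.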
TDP2 inh = TDP2 (human) inhibition, absorbance primary screen; O95551; recombinant TDP2, T5PNP hydrolysis, p-nitrophenol absorbance 415 nm; inhibition, % at 12.8 µM; 370,000 compounds, 0.34% hits;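 active means inhibition above the mean of all tested compounds plus 3 SD, set per campaign, cut at about 25% in these data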;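 further: 0% = DMSO with enzyme and 100% = buffer with substrate but no TDP2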
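Evaluation: % inhibition relative to enzyme-containing and enzyme-free wells. Material: recombinant human TDP2. Benchmarks: enzyme-free and DMSO wells. Timing: enzyme reaction with compound for 2 h at 37 °C. Compound dosing: 12.8 µM only. Measured by: p-Nitrophenol epi absorbance. Reagent: T5PNP substrate at 5 mM, a TopII-DNA adduct mimic. Replication: single well per compound.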
HTRA1 inhibitor = blocks human HTRA1 serine peptidase | inhibition, % at 5.96 µM | 340,000 compounds, 0.5% hits | recombinant HTRA1, FP-rhodamine activity-based probe, fluorescence polarization | Q92743; in the data active means inhibition above about 36%;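 further: 0% = enzyme with DMSO and 100% = wells lacking enzyme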
Target sequence (Q92743 whole entry, looked up): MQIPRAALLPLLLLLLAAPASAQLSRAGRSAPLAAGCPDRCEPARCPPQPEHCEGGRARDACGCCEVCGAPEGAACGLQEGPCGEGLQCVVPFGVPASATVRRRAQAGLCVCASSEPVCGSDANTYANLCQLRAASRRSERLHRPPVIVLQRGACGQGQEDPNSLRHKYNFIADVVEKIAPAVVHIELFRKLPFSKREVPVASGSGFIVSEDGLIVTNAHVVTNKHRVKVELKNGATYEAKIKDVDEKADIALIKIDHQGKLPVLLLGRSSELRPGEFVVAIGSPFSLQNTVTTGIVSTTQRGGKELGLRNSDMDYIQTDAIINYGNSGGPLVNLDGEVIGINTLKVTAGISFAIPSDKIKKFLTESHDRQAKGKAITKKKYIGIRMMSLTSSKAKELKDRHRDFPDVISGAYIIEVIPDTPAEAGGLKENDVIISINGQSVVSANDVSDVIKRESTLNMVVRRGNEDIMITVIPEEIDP
LEDGF integ inh = blocks HIV-1 LEDGF/p75-dependent DNA integration | TR-FRET IN-LEDGF/p75 DNA integration, Eu/Cy5 | inhibition, % at 3.7 µM | 370,000 compounds, 0.64% hits | AID 743269;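 active means inhibition above the screen-wide mean plus 3 SD, cut at about 13% in these data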;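 further: signal is the Cy5 over europium emission ratio at 671 and 618 nm; 0% = plate median of compound wells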
Active calls of the source: *; nt = no result given.

Letter code – A = DDE Tn7 FP inh; B = TCR-CD3 inh; C = PRMT1 inh; D = PG9 Ab binder; E = UHRF1 MBD2 ctr; F = SIAE primary; G = ABHD4 inh; H = TDP2 inh; I = HTRA1 inhibitor; J = LEDGF integ inh
> CCCn1c(=O)c2c(C(=O)OCC)cc(-c3ccco3)nc2n(CCC)c1=O
  A = 2	B = 4	C = -1	D = 0.1	E = -4	F = 0	G = -1	H = 10	I = -4	J = 1

> CC(=O)Oc1ccc(N2C(=O)C3C4C=CC(CC4)C3C2=O)cc1[N+](=O)[O-] (stereo not given)
  A = 1	B = 6	C = -3	D = -1.0	E = -2	F = 7	G = 0	H = -3	I = 4	J = 3

> COc1ccc(C(C)NC(=O)Cc2cccs2)cc1 (stereo not given)
  A = -2	B = 7	C = -2	D = 0.6	E = -2	F = 4	G = -1	H = 20	I = 0	J = 5

> c1ccc(OCc2nnc3sc(-c4cccs4)nn23)cc1
  A = 0	B = 5	C = 18	D = -1.5	E = -3	F = -2	G = -1	H = -16	I = -9	J = -4

> CC1CCC2(CC1)NC(=O)N(CC(=O)Nc1ccc3c(c1)OCO3)C2=O (stereo not given)
  A = 2	B = 1	C = 2	D = -0.6	E = -1	F = 2	G = 2	H = 9	I = 2	J = 3

> COc1ccc2oc(=O)c(C(=O)NCc3ccc(C)cc3)cc2c1
  A = -6	B = -7	C = -2	D = 8.8*	E = -1	F = -2	G = 6	H = 5	I = -14	J = -4

> N#CC1(c2ccccc2)CCN(S(=O)(=O)c2ccc(OC(F)(F)F)cc2)CC1
  A = -2	B = 0	C = -2	D = -0.9	E = 2	F = 3	G = -5	H = -19	I = -12	J = 3

> CCC(C)[C@H](NC(=O)NCc1ccc(Cl)cc1)C(=O)O (stereo not given in full)
  A = -3	B = -8	C = 4	D = 0.7	E = 0	F = 0	G = -2	H = -3	I = 1	J = 4

> COc1ccccc1NC(=O)C(C)Sc1nccn1C (stereo not given)
  A = -6	B = -4	C = -2	D = 0.7	E = 1	F = -3	G = -4	H = -7	I = 1	J = 0

> CC(C)CC(NC(=O)C1CCCCC1)C(=O)NCc1ccccn1 (stereo not given)
  A = -7	B = -1	C = -1	D = 0.2	E = 1	F = 3	G = -3	H = -3	I = -2	J = -1

> CC1Cc2ccccc2N1S(=O)(=O)c1cccc(C(=O)NC2CC2)c1 (stereo not given)
  A = 3	B = 4	C = -2	D = 0.4	E = 2	F = 6	G = -2	H = -1	I = -4	J = -1

> O=C(O)CSCC(=O)NCc1ccc(Cl)cc1
  A = 4	B = 1	C = 1	D = -0.6	E = -1	F = -5	G = 6	H = 10	I = -3	J = 2

> COc1ccccc1Oc1ccccc1C(=O)O
  A = 5	B = 4	C = -2	D = -0.6	E = 0	F = 5	G = -2	H = 14	I = -4	J = -4

> N#CCCN(C(=O)COC(=O)Cc1c[nH]c2ccccc12)c1ccccc1
  A = -2	B = -3	C = -1	D = -0.8	E = -1	F = 2	G = 8	H = 0	I = 2	J = 2

> COc1ccc(Oc2nccc(-c3ccc(Cl)cc3)n2)cc1
  A = -3	B = -2	C = -2	D = 1.2	E = 3	F = -1	G = -4	H = -15	I = -4	J = -1

> COc1ccc(Cn2c(CO)cnc2SCC(=O)Nc2cccc(NC(C)=O)c2)cc1
  A = -2	B = 3	C = 1	D = -1.9	E = 0	F = -4	G = 2	H = 8	I = 6	J = 3

> CCOc1cc(NC(=O)c2cccs2)c(OCC)cc1NC(=O)CCC(=O)NCC1CCCO1 (stereo not given)
  A = -5	B = -5	C = 3	D = 1.2	E = 4	F = 0	G = 2	H = -4	I = nt	J = -5

> O=C(CSc1c[nH]c2ccccc12)NCc1ccc2c(c1)OCO2
  A = -2	B = -3	C = 1	D = -4.0	E = 0	F = -4	G = 8	H = 7	I = 1	J = -1

> CCC(C(=O)NC1CCCC1)N(C(=O)c1snc(C(N)=O)c1N)c1ccc(OC)c(OC)c1 (stereo not given)
  A = 2	B = 0	C = 4	D = 0.0	E = 2	F = 6	G = 3	H = 1	I = 0	J = -4

> C/C(=N\N=C(/N)SC1CC(=O)N(c2ccc(Cl)cc2)C1=O)c1cccs1 (stereo not given)
  A = -7	B = -1	C = 1	D = -0.3	E = 0	F = -11	G = -26	H = -9	I = -26	J = -2

> CCc1ccc(CCNC(=O)OC2CC3CC2[C@H]2CCCCN2[C@H]3Cc2ccccc2)cc1 (stereo not given in full)
  A = 0	B = nt	C = 0	D = nt	E = 1	F = -4	G = -5	H = 2	I = nt	J = -2

> COC(=O)c1ccc(NC(=O)CCS(=O)(=O)c2ccc(Br)s2)cc1
  A = 8	B = 8	C = -4	D = -0.1	E = -2	F = -1	G = 3	H = -5	I = -16	J = -3

> CC12CCC(C(=O)N(CC(O)CN3CCCCCC3)C1=O)C2(C)C (stereo not given)
  A = 8	B = -5	C = 3	D = -1.5	E = 3	F = -7	G = -1	H = 0	I = 2	J = -3

> CN/N=C(\Cc1nc2ccccc2[nH]1)c1ccc([N+](=O)[O-])cc1
  A = 0	B = 1	C = 3	D = -2.4	E = -4	F = 17	G = 11	H = -6	I = 4	J = 2

> CC(C)[C@H](NC(=O)c1ccccc1Cl)C(=O)OCC(=O)NC(=O)NC1CCCC1
  A = -5	B = 6	C = -1	D = 2.4	E = -3	F = 8	G = -5	H = 20	I = 4	J = -1

Another view of part of the listing above:
canonical_smiles	DDE Tn7 FP inh	TCR-CD3 inh	PRMT1 inh	PG9 Ab binder	UHRF1 MBD2 ctr	SIAE primary	ABHD4 inh	TDP2 inh	HTRA1 inhibitor	LEDGF integ inh
COC(=O)c1ccc(NC(=O)CCS(=O)(=O)c2ccc(Br)s2)cc1	8	8	-4	-0.1	-2	-1	3	-5	-16	-3
CN/N=C(\Cc1nc2ccccc2[nH]1)c1ccc([N+](=O)[O-])cc1	0	1	3	-2.4	-4	17	11	-6	4	2
COc1ccccc1NC(=O)C(C)Sc1nccn1C (stereo not given)	-6	-4	-2	0.7	1	-3	-4	-7	1	0

Other structures:
Letter code – A = DDE Tn7 FP inh; B = TCR-CD3 inh; C = PRMT1 inh; D = PG9 Ab binder; E = UHRF1 MBD2 ctr; F = SIAE primary; G = ABHD4 inh; H = TDP2 inh; I = HTRA1 inhibitor; J = LEDGF integ inh
> O=C(Nc1cccc(C(F)(F)F)c1)Oc1ccc(Cl)c2cccnc12
  A = -7	B = 4	C = -9	D = -0.5	E = -2	F = -16	G = -35	H = -1	I = 46*	J = 2

> c1ccc(OCc2nn3c(-c4cccnc4)nnc3s2)cc1
  A = 4	B = -4	C = 2	D = 1.0	E = 4	F = 4	G = -4	H = -5	I = 1	J = -2

> COc1ccc2oc(C(=O)Nc3nc(-c4ccccn4)cs3)c(C)c2c1
  A = -6	B = -3	C = -3	D = 3.8	E = -3	F = -4	G = -27	H = -4	I = -24	J = 3

> O=C(/C=C/c1ccccc1)OCc1cnc(Cl)s1
  A = -1	B = 6	C = 2	D = 0.2	E = 4	F = -8	G = 8	H = 23	I = 6	J = 1

> CCCCCCSc1cc(-c2nc3ccc(C)cn3c2NCCCC)ccc1OC
  A = 7	B = 3	C = 1	D = 2.8	E = -3	F = 4	G = 26	H = 7	I = -21	J = 0

> COC(=O)C(Cc1c[nH]c2ccccc12)NC(=O)C(C)C (stereo not given)
  A = 3	B = 1	C = -1	D = -1.6	E = 0	F = -1	G = -3	H = -7	I = 1	J = -2

> O=C(NC1CCCCC1)c1ccc(COc2ccccc2)o1
  A = 6	B = -1	C = 0	D = -1.5	E = 0	F = -2	G = -2	H = 1	I = -4	J = 0

> Cc1ccc(-n2c(=O)c3sccc3n(Cc3cc(=O)n4ccccc4n3)c2=O)cc1F
  A = 3	B = -11	C = 2	D = 0.7	E = 7	F = -8	G = -10	H = -4	I = nt	J = 3

> O=C(NC(=S)Nc1ccccc1N1CCCC1)c1ccc(F)cc1
  A = 4	B = 4	C = 10	D = -1.3	E = -6	F = 3	G = 3	H = -1	I = -10	J = -2

> COc1ccccc1CNC(=O)CSc1nn2c(=O)c(C(C)(C)C)nnc2s1
  A = -6	B = 6	C = 2	D = -1.0	E = -1	F = 0	G = -8	H = -4	I = -6	J = 2

> Cc1nn(CCc2n[nH]c(=S)n2C)c(C)c1Br
  A = 7	B = 4	C = -2	D = 0.2	E = -6	F = 5	G = -2	H = 2	I = 1	J = -2

> CCOc1ccc(-c2ncncc2-c2ccc(OC)cc2)c(O)c1
  A = 4	B = -7	C = -1	D = 1.6	E = 7	F = -4	G = -2	H = -5	I = -6	J = 6

> CNC(=O)c1snnc1-c1ccccc1
  A = 1	B = -6	C = 0	D = 1.2	E = -1	F = 0	G = 4	H = 10	I = -3	J = 3

> COc1cc(-c2nnc(NC(=O)c3ccco3)o2)cc(OC)c1OC
  A = -3	B = -7	C = -1	D = -0.4	E = 1	F = -2	G = -4	H = -8	I = -2	J = 5

> CC(=O)Nc1ccc(/C(C)=N/NC(=O)c2ccncc2)cc1
  A = 0	B = 2	C = -3	D = -1.5	E = -7	F = 1	G = -5	H = 0	I = 4	J = 4

> COC(=O)Cc1ccccc1NS(=O)(=O)c1ccc(C)cc1
  A = -3	B = 12	C = 1	D = -2.2	E = -2	F = 1	G = -4	H = 4	I = nt	J = 2

> Nc1nc(-c2ccc3c(c2)OCCO3)cs1
  A = -2	B = -1	C = 5	D = -1.4	E = -1	F = 7	G = 8	H = 2	I = 5	J = -1

> Cc1ccc(NC(C(=O)c2ccccc2)c2ccccc2)cc1 (stereo not given)
  A = 5	B = -2	C = 0	D = 0.1	E = 15	F = 4	G = 0	H = 6	I = -3	J = 0

> O=S(Cc1cc(Oc2ccccc2)nc(-c2ccccc2)n1)c1ccccc1 (stereo not given)
  A = 0	B = -8	C = 1	D = -1.2	E = 4	F = -4	G = -29	H = -13	I = -24	J = 2

> CC1CCN(C(=O)COC(=O)c2ccc3c(c2)OCO3)CC1
  A = 2	B = 0	C = -4	D = -0.6	E = 1	F = -6	G = 4	H = 7	I = 3	J = -2

> O=C1/C(=C\Nc2ccc(OC(F)(F)F)cc2)CCN1c1ncccn1
  A = -6	B = 8	C = 1	D = -1.7	E = -3	F = 2	G = 4	H = 13	I = 1	J = 1

> COc1ccc(S(=O)(=O)N2CCCCCC2)cc1C(=O)Nc1cc(C)ccn1
  A = -1	B = -6	C = 2	D = 1.9	E = -3	F = -8	G = -15	H = 3	I = -55	J = -4

> CC(C)(CC(=O)O)CC(=O)NCc1c(Cl)cccc1Sc1ccc(Cl)cc1
  A = -1	B = 3	C = 4	D = -0.5	E = 3	F = -5	G = 7	H = 1	I = nt	J = 0

> CCOc1ccc(S(=O)(=O)NCCC(=O)Nc2ncccc2C)cc1
  A = -4	B = -5	C = -5	D = -1.8	E = 0	F = -6	G = -9	H = -21	I = 4	J = 4

> NS(=O)(=O)c1ccc(Nc2c([N+](=O)[O-])cncc2[N+](=O)[O-])cc1
  A = -4	B = 0	C = -6	D = 0.1	E = 1	F = 2	G = -1	H = -1	I = -4	J = 6

Screening results as filed in PubChem BioAssay.
